# hIAP act = increases human intestinal alkaline phosphatase activity | P09923 | purified human IAP, CDP-Star luminescence, 30 min; stronger effect = higher value; 1 = vehicle-only enzyme, 0 = enzyme-free background | activation factor at 10 µM | 330,000 compounds, 0.16% hits;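 active = activation factor of the enzyme at least 2-fold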; also: the source names both 10 and 20 µM as test concentration; values of inactives mirror those of a sister screen read the other way
# A3G deaminase = APOBEC3G (human) deaminase inhibition; Q9HC16; recombinant A3G, ssDNA deamination FAM/TAMRA fluorescence; inhibition, % at 20 µM; 330,000 compounds, 0.28% hits;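 active = inhibition of at least 40% at 20 µM, with no more than 30% in the related APOBEC3A deaminase screen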;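 also: plate controls were DMSO wells with A3G for no effect and wells lacking A3G enzyme for full effect; some compounds called inactive have numbers as strong as hits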
# Target sequence (Q9HC16 whole entry, looked up): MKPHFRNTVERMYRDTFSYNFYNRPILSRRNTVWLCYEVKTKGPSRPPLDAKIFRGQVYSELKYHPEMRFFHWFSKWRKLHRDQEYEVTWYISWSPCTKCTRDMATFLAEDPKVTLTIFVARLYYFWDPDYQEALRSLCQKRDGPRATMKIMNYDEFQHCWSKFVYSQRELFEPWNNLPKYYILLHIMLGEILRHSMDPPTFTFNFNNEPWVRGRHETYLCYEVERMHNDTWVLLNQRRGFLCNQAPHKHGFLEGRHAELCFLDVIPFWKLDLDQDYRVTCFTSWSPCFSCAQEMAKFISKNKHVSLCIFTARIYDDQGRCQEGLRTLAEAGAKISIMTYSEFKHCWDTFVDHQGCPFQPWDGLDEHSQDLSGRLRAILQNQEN
# APOBEC3A inh = human APOBEC3A DNA deaminase inhibition; recombinant A3A, FAM/TAMRA ssDNA deamination fluorescence; inhibition, % at 20 µM; 330,000 compounds, 0.41% hits;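 active = at least 40% inhibition at 20 µM here, with at most 30% in a related deaminase screen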;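 also: plate controls were A3A with DMSO for no effect and wells lacking A3A enzyme for full effect; some results filed as inactive read as strong as hits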
# Target sequence (P31941 whole entry, looked up): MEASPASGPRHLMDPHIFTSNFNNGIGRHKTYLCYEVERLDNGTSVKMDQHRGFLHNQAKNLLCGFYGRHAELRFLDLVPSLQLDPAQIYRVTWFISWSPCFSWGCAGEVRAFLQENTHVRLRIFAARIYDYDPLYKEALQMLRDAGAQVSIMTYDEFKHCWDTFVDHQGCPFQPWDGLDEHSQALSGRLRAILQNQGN
# mIAP act = mouse IAP activation; muIAP, CDP-Star luminescence, 30 min; stronger effect = higher value; 1 = vehicle-only enzyme signal, 0 = enzyme-free wells; activation factor at 10 µM; 330,000 compounds, 0.24% hits; AID 2805;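 active = activation factor of at least 2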; also: the source names both 10 and 20 µM as test concentration; values of inactives mirror those of a sister screen read the other way
#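 Assay system: mouse IAP enzyme / Compound: DMSO-dissolved test compounds / Timing: 30 min, room temperature / Measured by: luminescence from enzymatic CDP-Star hydrolysis / Control set: DMSO-only wells, enzyme-free buffer wells as negative control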
# hIAP block = human IAP inhibition. P09923. purified IAP, CDP-Star luminescence, 30 min. inhibition, % at 10 µM. 330,000 compounds, 0.12% hits;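 active = inhibition reaching a set limit with compound at 10 µM in the primary screen, cut at about 35% in these data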;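 also: plate controls were DMSO wells with enzyme for no effect and no-enzyme buffer wells for full effect; values of inactives mirror those of a sister screen read the other way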
# beta cell repl = MIN6 beta-cell proliferation induction; proliferation, % at 10 µM; 330,000 compounds, 0.29% hits; MIN6 cells proliferation, ATPlite luminescence, 48 h; cells starved in 0.2% serum; 100% = growth in 10% serum;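 active = compounds whose signal lies at least 3.5 SD above the mean of all wells on their plate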;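 also: 0% = DMSO-treated cells in low-serum medium and 100% = 10% serum control; some compounds called inactive have numbers as strong as hits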
# NLRP3 yeast inh = inhibitors of NALP3 inflammasome in yeast | AID 2825 | 330,000 compounds, 0.39% hits | inhibition, % at 10 µM | Yeast reconstituted NLRP3/ASC/caspase-1, beta-gal luminescence, 24 h;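 active = inhibition of 50% or more; inactive = inhibition below 50%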;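 also: plate controls were induced DMSO wells for no effect and uninduced yeast grown without galactose for full effect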
# mIAP block = blocks mouse intestinal alkaline phosphatase; inhibition, % at 10 µM; purified mouse IAP, CDP-Star luminescence, 30 min; AID 2806; 330,000 compounds, 0.2% hits;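 active = inhibition of at least 40% at 10 µM in the primary screen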;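 also: plate controls were DMSO with enzyme for no effect and no enzyme wells for full effect; values of inactives mirror those of a sister screen read the other way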
# SENP1 FRET inh = blocks the human SENP1 SUMO protease catalytic domain | Q9P0U3 | recombinant SENP1 catalytic domain, CyPet-SUMO1-YPet FRET cleavage | inhibition, % at 10 µM | 360,000 compounds, 0.21% hits;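 active = inhibition at least 30% at 10 µM, raw YFP signal under a set limit, fluorescence ratio 0.5 to 1.5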;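 also: 0% = enzyme with DMSO and 100% = no enzyme wells; some results filed as inactive read as strong as hits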
# Target sequence (Q9P0U3 419-644 limits assumed): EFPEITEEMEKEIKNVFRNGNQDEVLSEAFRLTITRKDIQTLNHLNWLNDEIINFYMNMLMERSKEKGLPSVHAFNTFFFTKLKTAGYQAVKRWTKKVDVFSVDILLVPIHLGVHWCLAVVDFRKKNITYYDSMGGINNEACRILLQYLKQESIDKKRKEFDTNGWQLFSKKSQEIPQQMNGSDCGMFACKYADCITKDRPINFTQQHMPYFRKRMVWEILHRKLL
#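 system = hSENP1 catalytic domain, recombinant | reagent = SFCypet-SUMO1-SFYpet substrate at 25 nM | doses = one dose per compound, 10 µM, 0.5% DMSO | incubation = enzyme reaction for 50 min at room temperature, dark | measured by = FRET, CFP and YFP emission | controls = no-enzyme low, enzyme-DMSO high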
# Numbers without * were called inactive; . = not tested or not shown. Some of the compounds tested, so the mix of outcomes need not match the whole.
# Fields: A3G deaminase	hIAP act	mIAP block	APOBEC3A inh	NLRP3 yeast inh	mIAP act	hIAP block	beta cell repl	SENP1 FRET inh
> O=C(O)c1c2c(nc3ccccc13)/C(=C/c1ccc(O)cc1)CC2
    59	0.86	35	84	4	0.65	14	-5	-26
> NC(=O)Cc1ccc(C(=O)c2ccccc2F)s1
    1	1.1	5	0	-3	0.95	-7	2	4
> O=C(COc1ccccc1[N+](=O)[O-])NC1CC1
    -8	0.95	1	-1	18	0.99	4	-3	1
> Cc1ccc(CNC(=O)/C=C/c2ccccc2Cl)cc1
    -2	0.9	-3	-2	24	1	10	0	1
> Cc1occc1-c1nnc(SCCNCCO)o1
    -2	1	-6	-1	-2	1.1	-3	0	-1
> Cc1nn(Cc2ccccc2)c(C)c1CNC(=O)CN=C1NS(=O)(=O)c2ccccc21
    -8	0.94	8	-2	5	0.92	6	-1	2
> O=C(COC(=O)CC1CCCC1)Nc1cc2c(cc1Cl)C(=O)c1ccccc1C2=O
    4	0.97	0	7	20	1	2	-1	5
> CC(=O)NCC(=O)OCC(=O)c1ccc(Br)cc1
    -5	0.82	6	3	2	0.94	18	0	1
> COC(=O)c1cn(NC(=O)Cc2ccccc2OC)c(=O)c2ccccc12
    -9	0.98	-9	-1	8	1.1	2	3	0
> CC1=NN(c2nc(-c3ccccc3)cs2)C(=O)C1
    -2	1.4	0	-2	6	1	-41	-5	1
> O=[N+]([O-])c1ccc(N=Nc2c(O)[nH]c3ccc(F)cc23)cc1
    7	0.72	8	3	9	0.93	28	-4	49*
> CCCCc1nc2sc3c(c2c(=O)n1NC(=O)c1ccco1)CC(C)(C)OC3
    -6	1	5	3	7	0.95	0	-2	3
> COc1cc(OC)cc(C(=O)Nc2cccc(-c3ccc4nncn4n3)c2)c1
    -5	0.89	6	-3	-1	0.94	11	0	.
> O=c1c(-c2ccc([N+](=O)[O-])cc2)coc2c(O)c(O)ccc12
    -8	0.96	-3	-4	13	1	4	-4	4
> Cc1ccc(C(=O)/C=C/NNC(=O)c2ccccc2O)cc1
    -8	1.1	16	-6	15	0.84	-11	-1	0

# Some of these compounds in order of their number in mIAP block, highest first.
Molecule | A3G deaminase | hIAP act | mIAP block | APOBEC3A inh | NLRP3 yeast inh | mIAP act | hIAP block | SENP1 FRET inh
O=C(O)c1c2c(nc3ccccc13)/C(=C/c1ccc(O)cc1)CC2 | 59 | 0.86 | 35 | 84 | 4 | 0.65 | 14 | -26
Cc1nn(Cc2ccccc2)c(C)c1CNC(=O)CN=C1NS(=O)(=O)c2ccccc21 | -8 | 0.94 | 8 | -2 | 5 | 0.92 | 6 | 2
NC(=O)Cc1ccc(C(=O)c2ccccc2F)s1 | 1 | 1.1 | 5 | 0 | -3 | 0.95 | -7 | 4

# (cont.)
# Fields: A3G deaminase	hIAP act	mIAP block	APOBEC3A inh	NLRP3 yeast inh	mIAP act	hIAP block	beta cell repl	SENP1 FRET inh
> Cc1ccc(CNS(=O)(=O)c2c(C)nc3scc(C)n3c2=O)cc1
    -6	1.3	0	-2	3	1	-27	-2	0
> N[C@@H](CCC(=O)N[C@@H](CSN=O)C(=O)NCC(=O)O)C(=O)O
    13	1.1	-11	-5	0	1.1	-7	4	0
> Cc1cc(C)n(Cc2ccccc2Cl)n1
    -4	1.1	-3	-4	2	1	-9	-1	3
> CCOC(=O)c1nn(-c2cccc(OC)c2)c2nc(Nc3ccccc3)cc(=O)n12
    -7	0.91	4	-3	10	0.96	9	0	9
> O=C(COC(=O)c1cc(=O)[nH]c(=O)[nH]1)Nc1ccccc1F
    -2	1.2	-2	0	22	1	-15	1	3
> CC(=O)Nc1ccc(NC(=O)c2cc(C3CC3)nc3c2cnn3C(C)C)cc1
    -7	1.3	2	11	7	0.98	-26	-1	2
> CC(C)n1c(SCC(=O)Nc2ccccc2N2CCCCC2)nc2c1c(=O)n(C)c(=O)n2C
    2	1	-13	-5	14	1.1	-3	-4	-2
> O=C(c1ccc(OCC2CCCO2)cc1)N1CCc2ccccc2C1 (stereo not given)
    -6	1.1	-3	-1	3	1	-13	-2	1
> O=C(CN1CCOc2ccccc21)NCc1ccco1
    -1	0.92	10	-4	9	0.9	8	3	-1
> CCC(=O)Nc1cc(C(=O)OCC(=O)c2ccccc2)ccc1C
    4	1	4	-1	2	0.96	-4	0	3
> O=C(c1ccc2noc(-c3ccccc3)c2c1)N1CCN(c2ccccc2)CC1
    -13	0.96	10	-3	13	0.9	4	-1	-11
> Cc1ccc(/C=C2/N=C(c3ccccc3)NNC2=O)cc1
    -5	0.94	0	-1	11	1	6	0	1
> CCOc1ccc2nc(SC3CC(=O)N(c4ccccc4)C3=O)sc2c1 (stereo not given)
    -3	0.97	-1	-2	5	1	3	-6	4
> O=C1C=CCCC1
    -1	0.93	3	-1	-14	0.97	7	1	-1
> CCCC(CCC)=NNc1ccc(S(=O)(=O)Nc2ccccc2OC)cc1[N+](=O)[O-]
    -4	0.91	19	1	16	0.81	9	-1	1
> CCOc1ccc(NC(=O)N2CC=C(n3c(=O)[nH]c4ccccc43)CC2)cc1
    0	1.2	1	-7	15	0.99	-25	0	2
> COc1cc2cc(CN(C(=O)Nc3ccccc3)C3CCCC3)c(=O)[nH]c2cc1OC
    1	0.88	2	8	23	0.97	12	1	3
> O=C(NNc1ccccn1)C(=O)NNS(=O)(=O)c1ccc(Cl)cc1
    -5	0.97	26	-3	0	0.74	3	-5	0
> CCOc1nc(C)ccc1-c1noc(-c2ccncc2)n1
    -6	1.3	-1	-6	35	1	-27	0	0
> COc1cccc(C(C(=O)NC2CCCC2)N(C(=O)c2ccco2)c2ccccc2)c1OC (stereo not given)
    -7	0.94	-3	-5	15	1	6	0	0
> COc1ccc(CC(=O)N[C@@H]2c3ccccc3CC[C@H]2OCc2ccccc2)cc1
    1	.	-27	6	.	1.3	.	.	-2
> O=C(/C=C/c1cccs1)N1CCC2(CC1)Oc1ccc(F)cc1C(=O)C21CC(c2ccccc2)=NO1 (stereo not given)
    -11	0.98	10	-2	16	0.9	2	-4	-1
> CC(=O)Nc1ccc(NC(=O)Cn2cnc3c(nnn3Cc3ccc(F)cc3)c2=O)cc1
    -3	1.5	7	2	15	0.93	-48	-3	2
> OC(CNCc1cccc(Cl)c1)c1ccccc1 (stereo not given)
    -6	1.2	14	-3	1	0.86	-15	0	1
> O=C(Nc1cccnc1)c1cccc(S(=O)(=O)N2CCOCC2)c1
    -5	0.75	2	-1	13	0.98	25	1	1
> CC(C)C(=O)NNC(=O)c1csc(-c2cccs2)n1
    -9	1.3	11	-3	5	0.89	-34	-3	3
> Cc1cc(NC(=O)CSc2ccc3c(c2)OCCO3)no1
    1	1.1	3	0	14	0.97	-11	1	1
> C=C(C)C1Cc2c(C)nn(-c3ccccn3)c2C1 (stereo not given)
    -3	1.1	4	-2	-11	0.96	-13	-2	1
> CC(=O)C1=C(C)NC(SCC(=O)c2ccc(F)cc2)=C(C#N)C1c1ccco1 (stereo not given)
    -9	0.81	10	-3	33	0.9	18	-4	-42
> COc1cc(/C=N/n2cnn(Cc3ccccc3Cl)c2=S)cc(OC)c1OC
    -3	0.93	12	-4	7	0.88	7	-3	-1
> CCOC(=O)CCc1c(C)n[nH]c1C
    -7	1.2	4	-4	9	0.96	-16	-3	2
> COc1cc(NS(=O)(=O)c2ccc(NC(=S)NC(=O)c3ccco3)cc2)nc(OC)n1
    -3	0.89	-6	2	23	1.1	11	-3	1
> O=C(O)c1ccc(NS(=O)(=O)c2cc(C(=O)O)ccc2Br)cc1
    -3	1	6	0	-3	0.94	-2	-3	4
> CCOC(=O)COc1cc(OCC(=O)OCC)c2c(=O)cc(-c3ccccc3)oc2c1
    3	1.2	-3	-2	-11	1	-22	0	0
> O=C(NCc1ccccc1Cl)C1CCCN(S(=O)(=O)c2cnc[nH]2)C1 (stereo not given)
    -6	1	4	-4	5	0.96	-1	1	4
> Cn1ccnc1CC(O)(c1ccccc1)c1ccccc1
    -4	1.1	-4	-7	13	1	-6	1	-2
> O=C(NC(Cc1ccccc1)C(=O)O)OCC1c2ccccc2-c2ccccc21 (stereo not given)
    -5	0.98	2	-1	17	0.98	2	0	2
> CNS(=O)(=O)c1cc(C(=O)OCC(=O)NC2CCCc3ccccc32)ccc1Cl (stereo not given)
    -2	0.89	-1	-1	4	1	11	0	2
> CC(C)NS(=O)(=O)c1ccc(OCC(=O)N2CCN(c3ccccc3)CC2)cc1
    -3	0.98	-1	-1	3	1	2	-2	1
> Cc1ccc(C)c(NC(=O)C(c2ccccc2)N2CCOCC2)c1 (stereo not given)
    -1	0.93	-12	1	-6	1.1	7	-1	3
> Cc1cccc(Cl)c1NC(=O)N1CCCN(c2ncccc2[N+](=O)[O-])CC1
    -5	0.96	-4	-3	15	1	4	-2	-1
> COC(=O)c1ccc(COc2ncnc3sccc23)cc1
    -7	0.99	-7	-1	14	1.1	1	2	-5
> Cc1onc(-c2c(F)cccc2Cl)c1C(=O)Nc1nnc(C2CC2)s1
    11	1	-7	0	11	1.1	-3	-5	-2
> Cc1ccc(N=Nc2c(C)[nH]n(-c3ccccc3)c2=O)cc1
    -8	1.2	7	2	15	0.93	-16	0	5
> CCOC(=O)CSc1n[nH]c(-c2ccco2)n1
    -4	1	7	-2	16	0.93	-3	-1	-1
> CCCN1C2CCCC1CC(NC(=O)c1ccc(OC)cc1)C2 (stereo not given)
    3	1.1	1	0	2	0.99	-6	-2	-2
> Cc1ccc(/C=N/NC(=O)CSc2nnc(-c3ccccc3)n2-c2ccc(Cl)cc2)o1
    -4	1.2	4	-1	11	0.96	-15	-1	0
> BrC(/C=N/N1CCN(Cc2ccccc2)CC1)=C/c1ccccc1
    -1	0.82	-2	0	-5	1	18	-3	-1
> CCN(Cc1nc2cc(Cl)ccc2c(=O)[nH]1)C(=O)c1cc2c(s1)CCCCC2
    -15	1	8	-4	28	0.92	-2	-4	-17
> CC(C(=O)Nc1cccnc1)n1cc([N+](=O)[O-])cn1 (stereo not given)
    -1	1	6	1	5	0.94	-3	-1	1
> O=C(CN1C(=O)COc2ccccc21)N1CCN(c2ccccc2F)CC1
    -4	1.1	-4	-1	18	1	-5	-3	-1
> CCCCOc1ccc(CN2CCC(O)CC2)cc1
    1	0.81	8	7	3	0.92	19	-2	2
> COCCn1c(=O)[nH]c2cc(C(=O)NCC3CCCO3)ccc2c1=O (stereo not given)
    -5	1.1	1	2	10	0.99	-12	-2	2
> COc1ccc(Br)cc1S(=O)(=O)n1c([N+](=O)[O-])cnc1C
    2	0.89	6	-2	4	0.94	11	-4	-1
> CCN(CC)S(=O)(=O)c1ccccc1/C=N\O
    0	1	4	0	17	0.96	-2	0	0
> O=C1c2ccccc2C(=O)N1CCc1csc(-c2cccc(Cl)c2)n1
    -4	1.1	-2	3	1	1	-13	-1	4
> CCOc1ccc(-c2noc(CCCC(=O)NC3CCCCC3)n2)cc1OC
    -8	1	1	-7	15	0.99	0	-2	0
> COc1ccc(NC(=O)C(=O)c2cn(CC(=O)N3CCOCC3)c3ccccc23)cc1OC
    -7	0.78	5	-3	-5	0.95	22	-2	-5

# High-throughput results: PubChem BioAssay, Sanford-Burnham Center for Chemical Genomics
